High-throughput results from PubChem BioAssay.
IDH1 mut inh: blocks human IDH1 R132H reductase activity; O75874; diaphorase/resazurin fluorescence, 60 min; inhibition, % at 10 µM; 70,000 tested, 0.18% active; AID 624101; in the data active = inhibition above about 34%;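 note: 0% = DMSO and 100% = no enzyme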
PRC2 inh: inhibitors of human EZH2/PRC2 methyltransferase; PRC2 H3K27 methylation, DELFIA TRF, 1 h; inhibition, % at 12.5 µM; 57,000 tested, 0.35% active; AID 651548;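 active = mean inhibition of replicates at least 50% and every single replicate also reaching 50%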;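 note: dimethyl H3K27 on biotinylated H3 21-44 peptide detected by antibody; plate controls were median neutral control wells for no effect and median positive control wells for full effect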
Target sequence (Q15910 whole entry, looked up): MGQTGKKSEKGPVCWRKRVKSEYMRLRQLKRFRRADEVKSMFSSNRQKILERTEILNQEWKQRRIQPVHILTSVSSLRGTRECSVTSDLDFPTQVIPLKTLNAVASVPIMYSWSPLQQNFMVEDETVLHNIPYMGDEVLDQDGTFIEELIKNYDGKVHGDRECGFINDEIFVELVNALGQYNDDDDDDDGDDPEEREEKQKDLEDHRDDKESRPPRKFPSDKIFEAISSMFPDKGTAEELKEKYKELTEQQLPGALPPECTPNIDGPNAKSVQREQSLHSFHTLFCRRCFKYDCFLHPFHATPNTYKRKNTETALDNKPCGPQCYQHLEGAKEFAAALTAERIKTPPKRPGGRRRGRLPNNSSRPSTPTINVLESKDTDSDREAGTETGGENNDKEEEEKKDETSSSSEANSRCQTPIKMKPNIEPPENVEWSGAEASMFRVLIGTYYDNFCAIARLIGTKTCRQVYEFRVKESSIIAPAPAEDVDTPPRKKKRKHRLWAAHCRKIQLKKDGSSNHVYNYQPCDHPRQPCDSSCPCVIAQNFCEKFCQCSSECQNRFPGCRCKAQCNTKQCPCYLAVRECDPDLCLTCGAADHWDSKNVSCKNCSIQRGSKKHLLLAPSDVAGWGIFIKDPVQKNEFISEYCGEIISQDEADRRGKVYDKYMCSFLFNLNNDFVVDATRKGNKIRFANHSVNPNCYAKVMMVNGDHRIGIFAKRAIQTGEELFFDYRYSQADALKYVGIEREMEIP
An asterisk follows results filed as active.

C[C@@H]1CN([C@@H](C)CO)C(=O)c2cccc(NS(C)(=O)=O)c2O[C@@H]1CN(C)Cc1ccccc1 was read as IDH1 mut inh 2.0 and PRC2 inh -11.2.
Screening Cc1ccc(S(=O)(=O)Nc2ccc3c(c2)C(=O)N([C@@H](C)CO)C[C@H](C)[C@@H](CN(C)Cc2ccccc2)OCCCC[C@H](C)O3)cc1 returned IDH1 mut inh -0.5.
For C[C@H](CO)N1C[C@H](C)[C@H](CN(C)S(C)(=O)=O)Oc2ccc(N(C)C)cc2CC1=O the results were PRC2 inh 0.4.
`O=C(COc1cc(O)c2c(=O)c3ccccc3oc2c1)c1cccc([N+](=O)[O-])c1` gave IDH1 mut inh 0.4.
O=C(C[C@H]1C[C@H]2c3cc(NC(=O)Nc4ccccc4F)ccc3O[C@H]2[C@@H](CO)O1)NCc1ccc2c(c1)OCO2 was read as IDH1 mut inh -1.2 and PRC2 inh -2.0.
For CC(C)CC#Cc1cnc2c(c1)C(=O)N([C@H](C)CO)C[C@@H](C)[C@H](CN(C)Cc1ccccn1)O2 the results were IDH1 mut inh 0.2 and PRC2 inh 3.0.
Screening COc1ccc(NC(=O)N(C)C[C@H]2Oc3ccc(NC(=O)C4CCCCC4)cc3C(=O)N([C@H](C)CO)C[C@H]2C)cc1 returned IDH1 mut inh -0.3.
CCC(=O)N1C[C@H](C)[C@@H](OC)CN(C)C(=O)c2ccc(NC(=O)c3cnccn3)cc2OC[C@H]1C was read as IDH1 mut inh 0.2 and PRC2 inh 2.4.
Screening COCC(=O)N1C[C@@H](C)[C@@H](OC)CN(C)C(=O)c2cc(NC(=O)c3ccc(F)cc3)ccc2OC[C@H]1C returned IDH1 mut inh 0.2 and PRC2 inh -1.1.
`O=C(NCC[C@H]1CC[C@H](NS(=O)(=O)c2cccc(F)c2)[C@@H](CO)O1)C1CCCCC1` gave IDH1 mut inh -0.2 and PRC2 inh -3.0.
Screening COc1ccc(S(=O)(=O)Nc2ccc3c(c2)C(=O)N([C@H](C)CO)C[C@H](C)[C@@H](CN(C)C)OCCCC[C@@H](C)O3)cc1 returned PRC2 inh -0.6.
Screening C[C@H](CO)N1C[C@H](C)[C@H](CN(C)CC2CCCCC2)Oc2c(NC(=O)Nc3cccc4ccccc34)cccc2C1=O returned IDH1 mut inh 3.1.
`O=C(N/N=C/c1cc(Br)c(O)c(Br)c1)c1ccccc1O` gave PRC2 inh -9.7.
Screening C[C@@H]1CN([C@H](C)CO)C(=O)c2c(c3ccccc3n2C)-c2ccccc2CO[C@@H]1CN(C)Cc1ccncc1 returned IDH1 mut inh 6.4 and PRC2 inh -46.3.
Screening O=C(Nc1ccc(Cl)cc1)N[C@H]1CC[C@H](CCn2cc(C3(O)CCCC3)nn2)O[C@H]1CO returned IDH1 mut inh -0.3 and PRC2 inh 7.5.
Screening C[C@H](CO)N1C[C@H](C)[C@@H](CN(C)C(=O)NC2CCCCC2)OCCCC[C@H](C)Oc2ccc(N(C)C)cc2C1=O returned PRC2 inh 6.8.
Screening C[C@@H]1CN([C@@H](C)CO)C(=O)c2cccc(NC(=O)C3CCOCC3)c2O[C@@H]1CN(C)Cc1ccc(C(F)(F)F)cc1 returned IDH1 mut inh 1.1 and PRC2 inh -1.1.
C[C@H](CO)N1C[C@H](C)[C@H](CN(C)Cc2ccc(C(=O)O)cc2)Oc2ccc(NC(=O)NC3CCCCC3)cc2CC1=O was read as IDH1 mut inh 4.3 and PRC2 inh -3.2.
C[C@@H]1CN([C@@H](C)CO)S(=O)(=O)c2ccc(-c3cccc(C#N)c3)cc2O[C@H]1CN(C)C was read as IDH1 mut inh 0.1 and PRC2 inh -0.2.
O=C(C[C@H]1C[C@@H]2c3cc(NC(=O)NC4CCCC4)ccc3O[C@@H]2[C@@H](CO)O1)NCc1ccncc1 was read as IDH1 mut inh 0.1 and PRC2 inh -2.3.

In the list so far, these contain an aryl methoxy group:
Screening COc1ccc(NC(=O)N(C)C[C@H]2Oc3ccc(NC(=O)C4CCCCC4)cc3C(=O)N([C@H](C)CO)C[C@H]2C)cc1 returned IDH1 mut inh -0.3.
Screening COc1ccc(S(=O)(=O)Nc2ccc3c(c2)C(=O)N([C@H](C)CO)C[C@H](C)[C@@H](CN(C)C)OCCCC[C@@H](C)O3)cc1 returned PRC2 inh -0.6.

Following part
`CNC[C@@H]1Oc2c(NS(=O)(=O)c3ccccc3)cccc2C(=O)N([C@H](C)CO)C[C@@H]1C` gave IDH1 mut inh 0.4.
COCC#Cc1ccc2c(c1)O[C@H](CN(C)C(C)=O)[C@@H](C)CN([C@H](C)CO)S2(=O)=O was read as IDH1 mut inh -1.2 and PRC2 inh 9.6.
`C[C@H]1CN([C@@H](C)CO)C(=O)c2cccc(NS(=O)(=O)c3cn(C)cn3)c2O[C@H]1CN(C)C(=O)NC1CCCCC1` gave IDH1 mut inh -0.9.
Screening COc1cccc(S(=O)(=O)N[C@@H]2C=C[C@H](CC(=O)NCc3ccccc3)O[C@H]2CO)c1 returned IDH1 mut inh 0.1 and PRC2 inh -15.1.
`CN(C)c1nc(N)nc(CSc2nnnn2-c2cccc3ccccc23)n1` gave IDH1 mut inh -0.9 and PRC2 inh -17.4.
For COc1ccccc1-c1cnc2c(c1)C(=O)N([C@@H](C)CO)C[C@H](C)[C@H](CN(C)C(=O)CN(C)C)O2 the results were IDH1 mut inh 3.1 and PRC2 inh -15.8.
`O=C(CSc1nnc(-c2ccncc2)n1-c1ccccc1)Nc1c(Cl)cccc1Cl` gave IDH1 mut inh -0.1.
Screening Cc1ccc(S(=O)(=O)Nc2ccc3c(c2)CC(=O)N([C@@H](C)CO)C[C@H](C)[C@@H](CN(C)C)O3)cc1 returned IDH1 mut inh -10.8 and PRC2 inh 22.2.
For O=C(COc1ccc(Cl)cc1CO)Nc1ccccc1F the results were IDH1 mut inh 3.0 and PRC2 inh -22.3.
For C[C@H]1CN([C@@H](C)CO)C(=O)c2cc(NC(=O)CCCN(C)C)ccc2O[C@H]1CN(C)Cc1ccccc1 the results were PRC2 inh 5.1.
Screening CCC(=O)N1C[C@H](C)[C@H](OC)CN(C)C(=O)c2ccc(NC(=O)C3CCCCC3)cc2OC[C@H]1C returned IDH1 mut inh 0.1 and PRC2 inh -1.7.
`C[C@H]1CN([C@@H](C)CO)C(=O)c2cc(NC(=O)Cn3cnnn3)ccc2O[C@@H]1CN(C)S(=O)(=O)c1cccs1` gave IDH1 mut inh 1.6.
COc1ccc(CN(C)C[C@@H]2Oc3ccc(NC(=O)CCC(F)(F)F)cc3C(=O)N([C@@H](C)CO)C[C@H]2C)cc1 was read as IDH1 mut inh 0.1.
`C[C@@H]1CN([C@H](C)CO)C(=O)c2cc(NC(=O)C3CC3)ccc2O[C@@H]1CN(C)S(=O)(=O)c1cccs1` gave IDH1 mut inh 0.4.
CC(=O)N(C)C[C@@H]1Oc2ncc(C#Cc3ccncc3)cc2C(=O)N([C@H](C)CO)C[C@@H]1C was read as IDH1 mut inh 16.5 and PRC2 inh 0.0.
`COc1ccc(NC(=O)Nc2ccc3c(c2)CC(=O)N([C@H](C)CO)C[C@H](C)[C@@H](CN(C)Cc2ccc(-c4ccccc4)cc2)O3)cc1` gave IDH1 mut inh 0.0.
O=C(NCC[C@@H]1CC[C@@H](NS(=O)(=O)c2ccc(F)cc2)[C@H](CO)O1)c1ccc2c(c1)OCO2 was read as IDH1 mut inh -0.1 and PRC2 inh -4.8.
Screening NC(=O)c1c(NC(=O)COc2ccc(Cl)cc2Cl)sc2c1CCCC2 returned IDH1 mut inh 0.1 and PRC2 inh 11.7.
`C[C@H]1CN([C@@H](C)CO)C(=O)c2cccc(NC(=O)C3CC3)c2O[C@@H]1CN(C)Cc1ccc(C(F)(F)F)cc1` gave IDH1 mut inh 0.3.
C[C@@H]1CN([C@H](C)CO)C(=O)CCCn2cc(nn2)CO[C@H]1CN(C)C(=O)Cc1ccccc1 was read as IDH1 mut inh 0.1.
`O=C(CCN1CCCCC1)NCC[C@H]1CC[C@@H](NS(=O)(=O)c2cccc(Cl)c2)[C@@H](CO)O1` gave IDH1 mut inh 0.2 and PRC2 inh -4.3.
Cn1c(=O)c2c(nc(NCCN3CCOCC3)n2Cc2ccc(Cl)cc2Cl)n(C)c1=O was read as IDH1 mut inh 0.0 and PRC2 inh -3.1.
O=S(=O)(N[C@H]1CC[C@@H](CCn2cc(C3CC3)nn2)O[C@H]1CO)c1ccc(F)cc1 was read as IDH1 mut inh 0.1 and PRC2 inh -6.7.
COc1ccc(S(=O)(=O)Nc2cccc3c2O[C@H](CN(C)S(=O)(=O)c2ccc(F)cc2)[C@@H](C)CN([C@H](C)CO)C3=O)cc1 was read as IDH1 mut inh 1.2.
Screening CO[C@@H]1CN(C)C(=O)c2cc(NC(=O)C3CC3)ccc2OC[C@H](C)N(Cc2ccccc2)C[C@H]1C returned IDH1 mut inh 0.2 and PRC2 inh 2.3.
C[C@@H]1CN([C@@H](C)CO)C(=O)c2cc(NS(C)(=O)=O)ccc2O[C@H]1CN(C)Cc1ccc(Cl)c(Cl)c1 was read as IDH1 mut inh 0.2 and PRC2 inh -0.6.
C[C@H](CO)N1C[C@H](C)[C@@H](CN(C)C(=O)c2cccnc2)Oc2cc(C3=CCCC3)ccc2S1(=O)=O was read as IDH1 mut inh 0.6 and PRC2 inh 6.0.
`CC(C)CC#Cc1cnc2c(c1)C(=O)N([C@H](C)CO)C[C@@H](C)[C@H](CN(C)C(=O)Cc1ccccc1)O2` gave IDH1 mut inh -0.1.
For CCCN(C)C[C@@H]1Oc2ncc(C#CC3CC3)cc2C(=O)N([C@H](C)CO)C[C@H]1C the results were IDH1 mut inh 0.1 and PRC2 inh -13.5.
Screening C[C@@H]1CN([C@H](C)CO)C(=O)CCCn2nncc2CO[C@@H]1CN(C)C(=O)Nc1ccnc(N2CCOCC2)c1 returned PRC2 inh 3.7.
For COc1ccc(S(=O)(=O)Nc2ccc3c(c2)C(=O)N([C@@H](C)CO)C[C@@H](C)[C@H](CN(C)Cc2ccc(C(=O)Nc4ccccc4N)cc2)O3)cc1 the results were IDH1 mut inh 0.2 and PRC2 inh -15.6.
For CS(=O)(=O)N(CC(=O)Nc1ccc(C(F)(F)F)cc1)c1ccc(F)cc1 the results were IDH1 mut inh -0.1 and PRC2 inh -1.1.
Screening COc1ccc(NC(=S)N2CCNC(=O)C2CC(=O)Nc2ccc(C)cc2)cc1 (stereo not given) returned IDH1 mut inh 0.0 and PRC2 inh 3.8.
`CC(C)NC(=O)N(C)C[C@@H]1Oc2ncc(C#Cc3ccncc3)cc2C(=O)N([C@@H](C)CO)C[C@H]1C` gave IDH1 mut inh 6.2 and PRC2 inh -5.5.
`O=C(O)c1ccc(NS(=O)(=O)c2cccc(S(=O)(=O)c3ccc(Cl)c(Cl)c3)c2)cc1` gave IDH1 mut inh -0.1 and PRC2 inh -6.2.
For COCC#Cc1ccc2c(c1)O[C@H](CN(C)C)[C@H](C)CN([C@H](C)CO)S2(=O)=O the results were IDH1 mut inh 0.6 and PRC2 inh 5.8.
C[C@H]1CN([C@@H](C)CO)C(=O)Cc2cc(NC(=O)C3CCCCC3)ccc2O[C@@H]1CN(C)Cc1ccc(-c2ccccc2)cc1 was read as IDH1 mut inh -0.2.
For COc1ccccc1CNC(=O)C[C@@H]1C[C@H]2c3cc(NS(=O)(=O)c4ccc(F)cc4)ccc3O[C@H]2[C@H](CO)O1 the results were IDH1 mut inh -0.2 and PRC2 inh -2.6.
Screening C[C@@H]1CCCCO[C@@H](CN(C)C(=O)Cc2ccccc2)[C@H](C)CN([C@@H](C)CO)C(=O)c2cc(NC(=O)Nc3ccc(F)cc3)ccc2O1 returned IDH1 mut inh 1.0.
Screening Cc1ccc(S(=O)(=O)Nc2ccc3c(c2)CC(=O)N([C@H](C)CO)C[C@@H](C)[C@@H](CN(C)C(=O)NC2CCCCC2)O3)cc1 returned PRC2 inh -3.5.

5 entries drawn at random from the list so far, as already listed:
Screening C[C@H](CO)N1C[C@H](C)[C@@H](CN(C)C(=O)NC2CCCCC2)OCCCC[C@H](C)Oc2ccc(N(C)C)cc2C1=O returned PRC2 inh 6.8.
`C[C@H]1CN([C@@H](C)CO)C(=O)c2cc(NC(=O)Cn3cnnn3)ccc2O[C@@H]1CN(C)S(=O)(=O)c1cccs1` gave IDH1 mut inh 1.6.
For CC(C)CC#Cc1cnc2c(c1)C(=O)N([C@H](C)CO)C[C@@H](C)[C@H](CN(C)Cc1ccccn1)O2 the results were IDH1 mut inh 0.2 and PRC2 inh 3.0.
C[C@@H]1CN([C@H](C)CO)C(=O)CCCn2cc(nn2)CO[C@H]1CN(C)C(=O)Cc1ccccc1 was read as IDH1 mut inh 0.1.
`CNC[C@@H]1Oc2c(NS(=O)(=O)c3ccccc3)cccc2C(=O)N([C@H](C)CO)C[C@@H]1C` gave IDH1 mut inh 0.4.

Other records:
O=C(Nc1ccccc1F)N[C@@H]1CC[C@@H](CCNC(=O)C2CCC2)O[C@H]1CO was read as IDH1 mut inh 0.3 and PRC2 inh -4.1.
Screening CC(Oc1cccc(NC(=O)c2cccc([N+](=O)[O-])c2)c1)C(=O)c1cccc(Cl)c1 (stereo not given) returned IDH1 mut inh 0.5 and PRC2 inh 9.9.
For C[C@H]1CN([C@@H](C)CO)S(=O)(=O)c2ccc(/C=C/c3ccccc3)cc2O[C@@H]1CN(C)C(=O)Nc1cc(F)ccc1F the results were IDH1 mut inh 1.7 and PRC2 inh -8.3.
Screening CNC(=O)CN(c1cccc(Cl)c1Cl)S(=O)(=O)c1ccc(C)cc1 returned IDH1 mut inh -0.3 and PRC2 inh 13.3.
COc1ccc(NC(=O)CSc2n[nH]c(-c3ccc(Cl)cc3Cl)n2)cc1 was read as IDH1 mut inh 0.0 and PRC2 inh 10.5.
Screening CCC(=O)N1C[C@H](C)[C@H](OC)CN(C)C(=O)c2ccc(NC(=O)c3cc(C)on3)cc2OC[C@@H]1C returned PRC2 inh -10.2.
For CO[C@@H]1CN(C)C(=O)c2cc(NC(=O)c3ccc4c(c3)OCO4)ccc2OC[C@H](C)NC[C@H]1C the results were IDH1 mut inh -0.5 and PRC2 inh -2.1.

Not all compounds are listed (hit frequency here may not be typical).
